Bfl-1 displacement – Bfl-1 inhibitors, primary screen, biochemical, fluorescence polarization, FITC-Bid, mouse (AID 432). Bcl-2-related protein A1 (Mus musculus). FITC-Bid BH3 peptide fluorescence polarization displacement; higher % means a stronger effect. displacement, % at 20 µM, or IC50 in µM where a hit was titrated. actives 0.02% (n = 64,000); in the data active = a potency from the dose series; inactive = the rest, 99 in 100 with displacement below about 15%; note: strong numbers were not always called active
Spn MK inh – S. pneumoniae MK inhibitors, primary screen, biochemical, PK/LDH-coupled NADH absorbance | AID 555, 2006 | purified MK, PK/LDH-coupled NADH absorbance 340 nm | actives 0.48% (n = 65,000) | mevalonate kinase [Streptococcus pneumoniae D39] | inhibition, % at 10 µM;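 active = ranked among the strongest by inhibition in the single 10 µM screen, a fixed top-ranked set picked for dose follow-up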; note: no value below 0 was filed
Spn DPM-DC inh – S. pneumoniae DPM-DC inhibitors, primary screen, biochemical, PK/LDH-coupled NADH fluorescence. AID 556, 2006. actives 0.49% (n = 65,000). purified DPM-DC. diphosphomevalonate decarboxylase (Streptococcus pneumoniae D39). calls only at 10 µM;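 active = the 320 compounds with the highest percent inhibition in the single-dose primary screen, excluding strongly autofluorescent ones, cut at about 32% in these data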;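 note: kinetic rate of NADH fluorescence loss reporting ADP formed by the decarboxylase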
HPDE-C7 cytotoxicity – cytotoxicity in HPDE-C7 cells, cell-based, fluorescence, HTS (AID 430). HPDE-C7 pancreatic duct cells viability, fluorescence; higher % means a stronger effect. cytotoxicity, % at 10 µM; hits with a dose series show EC50 in µM. actives 1.8% (n = 63,000);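 note: cells exposed to compound for 48 hours before viability readout; 0% = vehicle and 100% = reference cytotoxic drug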
Alkaline phosphatase – human TNAP enzyme inhibitors, biochemical, luminescent (AID 518); Alkaline phosphatase, tissue-nonspecific isozyme (Homo sapiens); purified TNAP enzyme, luminescent substrate readout; higher % means a stronger effect; inhibition, % at 20 µM; hits with a dose series show IC50 in µM; actives 0.09% (n = 64,000); in the data active = a potency from the dose series; inactive = the rest, 99 in 100 with inhibition below about 22%;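 note: plate controls were vehicle for no effect and reference inhibitor for full effect; many of its hits are not listed in these tables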
LYP phosphatase – LYP phosphatase inhibitors, primary screen, biochemical, DiFMUP fluorescence, recombinant catalytic domain, 10 µM (AID 606); Tyrosine-protein phosphatase non-receptor type 22 (Homo sapiens); recombinant LYP catalytic domain, DiFMUP fluorescence; higher % means a stronger effect; inhibition, % at 10 µM; hits with a dose series show IC50 in µM; 52,000 tested, under 10 active;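 active = IC50 under 40 µM in the dose-response test; inactive = IC50 of 40 µM or more, or never dose-tested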
KRASV12 cytotoxicity – cytotoxicity in KRAS-transformed pancreatic duct cells, primary screen, cell-based, fluorescence, HTS (AID 431) | HPDE-C7K KRASV12 cells, Alamar Blue viability, 48 h; higher % means a stronger effect | cytotoxicity, % at 10 µM, or EC50 in µM where a hit was titrated | actives 1.7% (n = 63,000);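 active = compounds whose percent cytotoxicity in the single-dose primary screen, scaled between solvent and toxic-drug controls, exceeds 50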;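 note: 0% = DMSO solvent wells and 100% = doxorubicin-treated wells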
Spn PMK inh – S. pneumoniae PMK inhibitors, primary screen, biochemical, mevalonate pathway, pilot trial included; AID 539, 2006; purified PMK, PK/LDH-coupled NADH absorbance 340 nm; actives 0.49% (n = 65,000); inhibition, % at 10 µM;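 active = top-ranked compounds by inhibition in the single 10 µM screen, taking a fixed number of the strongest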;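 note: 0% = full reaction with DMSO carrier and 100% = background rate without enzyme reaction; no value below 0 was filed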
HT1080 viability – cytotoxicity in HT1080 fibrosarcoma cells, cell-based, fluorescence readout (AID 620); actives 0.42% (n = 87,000); HT1080 viability, fluorescence; higher % means a stronger effect; cytotoxicity, % at 10 µM; hits with a dose series show EC50 in µM;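 note: cells exposed to compound overnight then 4 h with Alamar Blue; 0% = vehicle DMSO and 100% = killing control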
Spn PMK inh pilot replicates – further read-out of Spn PMK inh, marked with its call; inhibition, %; measured here: pilot screen replicates
Spn MK inh pilot replicates – also measured in Spn MK inh; calls as there; inhibition, %; measured here: pilot screen replicates
Spn DPM-DC inh pilot screen % – further read-out of Spn DPM-DC inh, marked with its call; inhibition, %; measured here: pilot screen trials
An asterisk follows results filed as active; i = inactive; x = no result given. Cut-off read from the data, not from the text of the source, unless noted: active = cytotoxicity above about 50%; inactive = the rest.

SMILES	Bfl-1 displacement	Spn MK inh	Spn DPM-DC inh	HPDE-C7 cytotoxicity	Alkaline phosphatase	LYP phosphatase	KRASV12 cytotoxicity	Spn PMK inh	HT1080 viability	others
CCOC(=O)N1CCN(S(=O)(=O)c2ccc(OCC)c(C)c2)CC1	0%	10	i	4%	15%	13%	12%	5	4%	Spn PMK inh pilot replicates=3.5;Spn MK inh pilot replicates=0.5;Spn DPM-DC inh pilot screen %=0.0
COc1ccccc1/C=N/n1cnnc1	-4%	1	i	-7%	14%	12%	-11%	0	-2%
Cc1ccc(Cn2nnc3c(=O)[nH]c(C(=O)NCc4ccco4)nc32)cc1	-6%	2	i	9%	5%	7%	10%	11	-8%
CCN(CC)CCNc1ncnc2c1[nH]c1ccc(OC)cc12	2%	6	x	-8%	1%	-2%	7%	4	-14%
Cc1ccc(-n2ncc3c(NCCCOC(C)C)ncnc32)c(C)c1	-2%	7	i	0%	6%	-9%	6%	6	3%
CC(=O)Nc1ccc2nc(C3CCCCC3)[nH]c2c1	0%	4	i	-2%	4%	14%	3%	1	4%
O=C(CCN1CCCCC1c1cccnc1)NCc1ccccc1 (stereo unspecified)	-1%	5	i	2%	6%	3%	-4%	5	2%
Cc1cc(NC(=O)CCC(=O)N(CCC(C)C)CC(=O)NCC2CCCO2)no1 (stereo unspecified)	1%	9	i	-2%	3%	x	7%	18	-13%
O=C(Oc1ccccc1)c1ccc(-n2cnnn2)cc1	1%	4	i	9%	4%	x	-6%	8	-2%
COc1ccc2nc(N3CCCC(C(=O)NCCCN4CCN(C)CC4)C3)sc2c1 (stereo unspecified)	-1%	12	i	-2%	4%	8%	1%	5	-12%

2 entries picked at random from those above, as already listed:
SMILES	Bfl-1 displacement	Spn MK inh	Spn DPM-DC inh	HPDE-C7 cytotoxicity	Alkaline phosphatase	LYP phosphatase	KRASV12 cytotoxicity	Spn PMK inh	HT1080 viability	others
COc1ccccc1/C=N/n1cnnc1	-4%	1	i	-7%	14%	12%	-11%	0	-2%
CCN(CC)CCNc1ncnc2c1[nH]c1ccc(OC)cc12	2%	6	x	-8%	1%	-2%	7%	4	-14%

The list goes on:
SMILES	Bfl-1 displacement	Spn MK inh	Spn DPM-DC inh	HPDE-C7 cytotoxicity	Alkaline phosphatase	LYP phosphatase	KRASV12 cytotoxicity	Spn PMK inh	HT1080 viability	others
CCCc1cc(=O)[nH]c(SCC(=O)Nc2cc3c(cc2C(C)=O)OCO3)n1	-2%	12	i	-5%	14%	12%	-2%	5	-5%
CCCCCNC(=O)C(C#N)c1nc2ccccc2nc1N1CCCC1 (stereo unspecified)	34%	10	i	7%	21%	9%	6%	4	16%
O=C(Cn1c(NCCO)nc2ccccc21)c1cccs1	-5%	11	i	x	11%	-18%	x	11	-2%
O=C(CSc1nc(C2CC2)nc2sc3c(c12)CCCC3)NCc1ccco1	3%	7	i	-17%	1%	x	-13%	8	-3%
O=S(=O)(NCCc1ccccc1)c1ccc(S(=O)(=O)N2CCCCC2)cc1	-4%	10	i	-1%	12%	15%	-24%	11	-1%
Nc1c(C(=O)NCCN2CCOCC2)c2nc3ccccc3nc2n1-c1ccccc1	-1%	10	x	-6%	8%	-11%	-1%	5	-1%
O=C1Nc2ccc(NS(=O)(=O)c3cccs3)c3cccc1c23	-4%	2	i	2%	15%	x	1%	8	9%
CCc1cc(C(=O)Cc2ccc(F)cc2)c(O)cc1O	-2%	6	i	54%*	7%	4%	51%*	4	-8%
COc1ccc(-c2nnc(SC)n2C)cc1	-3%	2	i	3%	9%	x	5%	9	-4%
CCC(=O)NC1=C(C#N)C2(CCCC2)Cc2ccccc21	10%	3	i	10%	5%	0%	14%	2	29%
Cc1nc2ncnn2c(N2CCC(C(=O)NC3CCCC3)CC2)c1Cc1ccccc1	5%	8	i	7%	14%	4%	10%	8	-6%	Spn PMK inh pilot replicates=0.0;Spn MK inh pilot replicates=0.0;Spn DPM-DC inh pilot screen %=0.0
COc1ccc(C(C)(C)C)cc1NC(=O)c1ccoc1C	-1%	0	i	-13%	0%	8%	-27%	4	-6%
COCC(C)n1c(C)cc(C(=O)COC(=O)c2ccc(N3CCCC3=O)cc2)c1C (stereo unspecified)	2%	0	i	-6%	1%	2%	-5%	15	-3%
CCOC(=O)c1c(C)n(C)c2ccc(O)c(CN3CCN(C)CC3)c12	-3%	6	i	7%	11%	x	5%	5	-4%
COc1ccc(Cc2nnc(SCC(=O)c3ccccc3)o2)cc1	-5%	1	i	28%	8%	9%	46%	13	-7%
COc1ccc(C(=O)OCCNC(=O)c2c(Cl)nc3ccccn23)cc1	1%	3	i	-3%	0%	6%	-3%	13	0%
C=C(C)Cc1c(C)nc(-c2ccccc2)[nH]c1=O	-3%	6	i	-10%	4%	x	2%	8	3%
O=C(c1ccc(S(=O)(=O)N2CCCCCC2)cc1)N1CCN(c2ccccn2)CC1	-4%	3	i	-13%	7%	2%	-17%	2	-5%
c1cn(CCCNc2ncnc3sc4c(c23)CCC4)cn1	5%	2	i	-8%	4%	15%	-20%	4	-3%
CCN(c1ccccc1)c1cc(C)nc2ncnn12	1%	8	i	14%	7%	6%	2%	5	0%
Cc1csc2nc(CNC(=O)c3cccc(C(F)(F)F)c3)cn12	-3%	6	i	8%	11%	3%	6%	8	20%
CCOc1ccc(C2CC(=O)NC(SCC(=O)OC)=C2C#N)cc1 (stereo unspecified)	-7%	6	i	6%	7%	17%	-6%	2	x
c1ccc(-c2ccccn2)nc1	x	0	i	x	x	14%	x	0	-6%
CCOC(=O)c1ccc(NC(=O)C2CC2)cc1	-2%	9	i	-2%	11%	1%	-4%	11	-1%
CC(C)NC(=O)C1CCN(C(=O)c2cc3sccc3n2Cc2ccc(F)cc2)CC1	3%	6	i	-6%	8%	8%	0%	14	0%
CCn1nnnc1SCC(=O)c1cc(OC)ccc1OC	-5%	4	i	2%	6%	3%	0%	12	13%
O=C1NCC(COCc2ccccc2)O1 (stereo unspecified)	-1%	7	i	-1%	10%	x	-5%	3	-5%	Spn PMK inh pilot replicates=4.0;Spn MK inh pilot replicates=0.0;Spn DPM-DC inh pilot screen %=0.0
COCCn1c(C)cc(C(=O)CSc2n[nH]c(N)n2)c1C	-7%	4	i	-6%	8%	1%	-2%	8	-4%
O=c1cc(-c2ccccc2)nc2nc(CCc3ccccc3)[nH]n12	6%	11	i	22%	8%	11%	25%	4	-2%
CCN(CCNS(=O)(=O)c1ccc2c(c1)oc(=O)n2C)c1ccccc1	3%	5	i	5%	9%	9%	5%	6	-4%
Cc1cc(N(C)C)cc(C)[n+]1[O-]	-1%	4	i	-8%	7%	-9%	3%	1	5%
CC(C)CCOc1cccc(OCC(=O)N(C)C2CCS(=O)(=O)C2)c1 (stereo unspecified)	-7%	x	i	3%	10%	1%	5%	7	2%
CNC(=O)c1cc(S(=O)(=O)N(C)C)ccc1Cl	1%	7	i	2%	5%	14%	2%	1	0%
CCOC(=O)N1CCN(C(=O)C(NC(=O)c2ccc(CC)cc2)C(C)C)CC1 (stereo unspecified)	2%	8	i	-12%	14%	3%	-7%	11	-1%
COc1ccc(OC)c(NC(=O)C23CCC(C)(C(=O)C2)C3(C)C)c1 (stereo unspecified)	-2%	8	i	2%	5%	x	1%	5	-3%	Spn PMK inh pilot replicates=1.5;Spn MK inh pilot replicates=0.0;Spn DPM-DC inh pilot screen %=0.5
CCn1c(SCC(=O)Nc2cccc(F)c2)nc2c(c1=O)SC(C)C2 (stereo unspecified)	4%	5	i	-2%	14%	10%	-5%	10	5%
c1ccc(N(c2ccccc2)c2nc(N3CCOCC3)nc(N3CCOCC3)n2)cc1	-12%	3	i	5%	9%	8%	3%	8	-2%
CC(C)C[C@H](NC(=O)[C@@H]1O[C@H]1C(=O)O)C(=O)NCCCCN=C(N)N	-14%	5	i	5%	16%	10%	-2%	6	-1%	Spn PMK inh pilot replicates=2.0;Spn MK inh pilot replicates=4.0;Spn DPM-DC inh pilot screen %=0.0
COC(=O)c1cccc(CSc2nnc(C)s2)c1	-7%	0	i	4%	9%	x	18%	3	2%
Cc1c(C(=O)N2CCOCC2)sc2nc(-c3ccccc3)cn12	5%	4	i	-6%	12%	4%	-1%	17	4%
C=CCn1c(C)cc(C(=O)CSc2nnc(NCc3ccccc3)s2)c1C	3%	2	i	53%*	8%	-1%	65%*	7	-2%
CC(C)c1cc(CN2CCN(CCC#N)CC2)cc(C(C)C)c1O	5%	5	i	7%	-3%	5%	8%	0	-3%
COc1ccc(C(=O)Nc2c3c(nn2-c2cccc(Cl)c2)CS(=O)C3)cc1 (stereo unspecified)	-5%	8	i	-8%	1%	11%	8%	13	6%
CCOc1ccc(N2CC(C(=O)Nc3ccc(S(=O)(=O)N4CCOCC4)cc3)CC2=O)cc1 (stereo unspecified)	2%	10	i	-6%	2%	-8%	-6%	21	-6%
CCc1ccc(Nc2cc(=O)n(C3CCCCC3)c(=O)[nH]2)cc1	6%	2	i	20%	11%	-2%	29%	12	25%	Spn PMK inh pilot replicates=0.0;Spn MK inh pilot replicates=0.0;Spn DPM-DC inh pilot screen %=0.0
CCOC(=O)c1cccc(N2C(=O)C3C(C(=O)NC4CC4)C4(C)C=CC3(O4)C2C(=O)NC(C)(C)C)c1 (stereo unspecified)	-4%	0	i	-6%	4%	1%	1%	14	0%
CCCC(C)C(=O)Nc1cccc(NC(C)=O)c1 (stereo unspecified)	-8%	0	i	-5%	6%	-9%	7%	1	0%
CCOC(=O)c1c(C)[nH]c(C(=O)CSc2nnnn2-c2ccc(C)cc2)c1C	-4%	0	i	x	11%	14%	x	19	-4%
O=C(Nc1nc(-c2ccco2)c(-c2ccco2)s1)C1CC(=O)N(c2ccc3c(c2)OCCO3)C1 (stereo unspecified)	7%	2	i	x	14%	8%	x	11	-2%
O=C(NCc1ccco1)c1cc2nc(C3CC3)cc(C(F)(F)F)n2n1	11%	6	i	-1%	5%	-2%	0%	5	3%
CCN1C(=O)N(CC)C2C1N(C(C)=O)C(=O)N2C(C)=O (stereo unspecified)	13%	10	i	-28%	2%	x	-24%	2	-6%	Spn PMK inh pilot replicates=0.0;Spn MK inh pilot replicates=0.0;Spn DPM-DC inh pilot screen %=3.0
Cc1cc(C(F)(F)F)nn1CC(=O)NCc1ccccc1	-2%	0	i	x	12%	x	x	0	3%
Cc1cc2nc(-c3ccc(SCC(=O)N4CCN(C(=O)c5ccco5)CC4)nc3)[nH]c2cc1C	3%	11	x	22%	11%	x	23%	7	14%

Source: PubChem (several laboratories)
